Screens from PubChem.
RGS12 GoLoco inh – inhibitors of human Gai1-RGS12 GoLoco interaction (red fluorophore); Gai1:RGS12 GoLoco peptide FP, rhodamine, 10 min; hit rate 0.44% among 230,000; P63096; Potency, µM (titrated, usually from 61.6 µM), without a hit: top-dose activity, negative = inhibition, hits mostly inhibitors; active = well fitted inhibition curve with a large enough effect, not every such curve was filed as active; inactive = no such curve, though single readings can be large or run the other way; note: % is set by controls: 0 for no effect and ±100 for the full control effect; nearly all actives have a fitted effect of over 30% in size; many of its hits are not listed in these tables
Target sequence (P63096 whole entry, looked up): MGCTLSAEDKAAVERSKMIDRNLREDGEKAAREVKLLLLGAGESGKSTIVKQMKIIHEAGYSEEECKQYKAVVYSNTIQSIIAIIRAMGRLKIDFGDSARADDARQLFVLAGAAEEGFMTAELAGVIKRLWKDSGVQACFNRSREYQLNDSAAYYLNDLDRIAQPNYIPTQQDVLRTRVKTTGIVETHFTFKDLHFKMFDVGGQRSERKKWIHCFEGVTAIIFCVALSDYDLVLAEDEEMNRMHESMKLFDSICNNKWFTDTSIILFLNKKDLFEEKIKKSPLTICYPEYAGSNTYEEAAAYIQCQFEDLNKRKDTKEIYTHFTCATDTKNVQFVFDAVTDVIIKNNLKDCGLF
GAA inhib – blocks human lysosomal alpha-glucosidase | P10253 | Potency, µM (series often up to 76.9 µM), inactives show top-dose activity change, negative = inhibition, actives largely listed as inhibitors | hit rate 0.005% among 200,000 | purified human GAA, 4-MU-alpha-glucoside fluorescence;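 note: plate controls were uninhibited enzyme wells for no effect and no-enzyme background for full effect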
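Fluorogenic assay: 4 nM human alpha-glucosidase with 400 uM 4-methylumbelliferyl-alpha-D-pyranoside in 50 mM citrate/phosphate, 0.005% Tween-20, pH 5.0, 20 min at room temperature. Compounds tested up to 77 uM; AC50 from Hill fits.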
GAA glycogen mod – alters human alpha-glucosidase cleavage of glycogen; P10253; recombinant GAA, glycogen substrate, Amplex Red glucose oxidase fluorescence; Potency, µM (series often up to 76.4 µM), inactives show top-dose activity change, negative = inhibition, actives largely listed as inhibitors; hit rate 0.38% among 300,000;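 note: 0% = full enzyme reaction and -100% = no-enzyme basal signal; the screen sought inhibitors and activators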
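Recombinant enzyme (4 nM final) with compounds titrated up to 77 uM and bovine liver glycogen (30 ug) in citrate pH 5.0, 0.01% Tween-20, 37 C 40 min. Released glucose detected by Amplex Red/glucose oxidase (Ex 573/Em 610); AC50 from Hill fits.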
aGlu spleen mod – inhibitors or activators of human alpha-glucosidase in spleen homogenate; P10253; human spleen homogenate, 4-MU-alpha-glucoside fluorescence; Potency, µM (series often up to 79.9 µM), for inactives: at the top dose activity change, negative = inhibition, most hits filed as inhibitors; hit rate 0.006% among 240,000; AID 2112;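 note: 0% = enzyme with vehicle and -100% = no enzyme basal signal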
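Compounds were titrated against alpha-glucosidase in spleen homogenate at pH 5.0, with 1 mM 4-methylumbelliferyl substrate for 40 min at 37 C. Reactions were quenched with pH 10 NaOH/glycine and fluorescence measured.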
aGal spleen mod – inhibitors or activators of human alpha-galactosidase in spleen homogenate | P06280 | human spleen homogenate, 4MU-alpha-Gal fluorescence, 40 min | Potency, µM (series often up to 80 µM), for inactives: at the top dose activity change, negative = inhibition, most hits filed as inhibitors | hit rate 0.008% among 240,000;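 note: 0% = enzyme with vehicle and -100% = no enzyme basal signal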
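Inhibition or activation of alpha-galactosidase in human spleen homogenate is scored by 4-MU fluorescence after 40 min at 37C, pH 5.0, with 1 mM substrate. AC50s come from concentration-response fitted to the Hill equation.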
ALDH1A1 block – blocks purified human ALDH1A1 activity | P00352 | hit rate 7.3% among 220,000 | Purified ALDH1A1, NADH fluorescence, propionaldehyde substrate | Potency, µM (series often up to 75.3 µM), for the others: at the highest dose activity, negative = inhibition, usual class: inhibitors; active = well fitted inhibition curve with a large enough effect, not every such curve was filed as active; inconclusive = small, poorly fitted or top-dose-only effect, or another doubt; inactive = no such curve, though single readings can be large or run the other way;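 note: plate controls were no enzyme wells and a reference inhibitor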
KDM4E inh – blocks human JMJD2E demethylase activity. B2RXH2. JMJD2E catalytic domain, FDH-coupled NADH fluorescence (FDH is formaldehyde dehydrogenase). hit rate 1.6% among 230,000. Potency, µM (highest dose often 57.1 µM), without a hit: at the top dose activity change, negative = inhibition, usual class: inhibitors; active = well fitted inhibition curve with a large enough effect, not every such curve was filed as active; inconclusive = small, poorly fitted or top-dose-only effect, or another doubt; inactive = no such curve, though single readings can be large or run the other way;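 note: 0% = wells with enzyme and -100% = buffer wells without enzyme; nearly all actives have a fitted effect of over 50% in size; many of its hits are not listed in these tables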
Target sequence (B2RXH2 1-337 limits assumed): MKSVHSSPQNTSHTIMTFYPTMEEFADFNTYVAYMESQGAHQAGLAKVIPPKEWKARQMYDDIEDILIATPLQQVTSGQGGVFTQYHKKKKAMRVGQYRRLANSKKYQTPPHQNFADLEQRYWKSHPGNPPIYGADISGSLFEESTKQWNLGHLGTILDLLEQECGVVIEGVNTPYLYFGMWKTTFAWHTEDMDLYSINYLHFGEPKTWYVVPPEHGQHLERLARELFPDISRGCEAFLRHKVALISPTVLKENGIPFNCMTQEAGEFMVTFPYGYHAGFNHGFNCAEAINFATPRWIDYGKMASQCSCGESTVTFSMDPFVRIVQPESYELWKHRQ
SMN2 splice enh – SMN2 splice variant enhancement; HEK293 SMN2-luciferase splicing reporter, luminescence, 30-36 h; Potency, µM (doses to about 46.1 µM), for the others: at the top dose activity change, positive = activation, actives largely listed as activators; hit rate 2.8% among 210,000; note: % of control where 0% means no effect; nearly all actives have a fitted effect of over 55% in size
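qHTS luciferase splicing reporter: luminescence rises when SMN2 exon 7 is included in transfected HEK293 cells. Compound exposure lasted 30-36 h at 37C, with 4.5 mM final sodium butyrate as control, followed by a ONE-Glo read.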
Starred values were filed as active, the others as inactive; [ ] = dose if it differs, or a comment. Unless noted, calls come from the whole dose curve; as a rule, active = well fitted curve in the direction sought with a large enough effect; inconclusive = small, poorly fitted or top-dose-only effect, or another doubt; inactive = no such curve, though single readings can be large; an effect the other way counts as inactive or inconclusive. Potency is the fitted concentration of half-maximal effect. A portion of the library; count on the stated rates, not on these rows.

For O=C(c1cc(COc2ccc(F)cc2Cl)on1)N1CCC(OCc2cccnc2)CC1 the results were RGS12 GoLoco inh -13%, GAA inhib -7%, GAA glycogen mod -6%, aGlu spleen mod 1%, aGal spleen mod -6%, ALDH1A1 block 3% and KDM4E inh -6%.
Screening c1ccc(Cn2c(SCCN3CCOCC3)nnc2-c2cccnc2)cc1 returned RGS12 GoLoco inh 0%, GAA inhib -5%[15.4 µM], GAA glycogen mod 5%, aGlu spleen mod -3%, aGal spleen mod -2%, ALDH1A1 block inconclusive, KDM4E inh inconclusive and SMN2 splice enh 19%.
`Cc1ccc(NC(=O)Cn2cnc3cc([N+](=O)[O-])ccc3c2=O)cc1` gave RGS12 GoLoco inh 18%, GAA inhib -6%, GAA glycogen mod -5%, aGlu spleen mod inconclusive, aGal spleen mod -14%, ALDH1A1 block 4% and KDM4E inh -1%.
`CN(CCc1ccccn1)C(=O)CN(C)S(=O)(=O)c1ccc2c(c1)c(=O)n(C)c(=O)n2C` gave RGS12 GoLoco inh -2%, GAA inhib -12%, GAA glycogen mod 10%, aGlu spleen mod 9%, aGal spleen mod 6%, ALDH1A1 block 7%, KDM4E inh 5% and SMN2 splice enh 22%.
For O=C(O)c1cc(=O)[nH]c(=O)[nH]1 the results were RGS12 GoLoco inh 3%, aGlu spleen mod 12%, aGal spleen mod 3%, ALDH1A1 block inconclusive and SMN2 splice enh 8%.
COc1ccccc1/C=N/NC(=O)c1ccc(N(C)S(=O)(=O)c2ccccc2)cc1 was read as RGS12 GoLoco inh -11%, GAA inhib inconclusive, GAA glycogen mod -2%, aGlu spleen mod -1%, aGal spleen mod 2%, ALDH1A1 block -7% and KDM4E inh inconclusive.
`CC(C)[C@H](NC(=O)OC(C)(C)C)c1nnc(SCc2cccc(F)c2)o1` gave RGS12 GoLoco inh -6%, GAA inhib -4%, GAA glycogen mod -13%, aGlu spleen mod -2%, aGal spleen mod 4%, ALDH1A1 block -1%, KDM4E inh 3% and SMN2 splice enh -21%.
Screening CC1SCC(=NOCc2ccccc2)CS1 (stereo unspecified) returned RGS12 GoLoco inh 3%, GAA glycogen mod 1%, aGlu spleen mod 4%, aGal spleen mod 6% and KDM4E inh -1%.
`CCN1CCN(c2ccc(NC(=O)c3cccc(OCc4ccccc4)c3)cc2)CC1` gave RGS12 GoLoco inh -22%, GAA inhib -3%, GAA glycogen mod -10%, aGlu spleen mod -2%, aGal spleen mod 2%, ALDH1A1 block -2%, KDM4E inh 0% and SMN2 splice enh -20%.
Screening O=C(CCCCl)Oc1ccc2cc(-c3ccc4ccccc4n3)c(=O)oc2c1 returned RGS12 GoLoco inh -10%, GAA inhib 13%, GAA glycogen mod 2%, aGlu spleen mod 1%, aGal spleen mod 8%, ALDH1A1 block inconclusive, KDM4E inh inconclusive and SMN2 splice enh 13µM*.
Screening CCN(CC)CCCNC(=O)Cn1ncn2cccc2c1=O returned RGS12 GoLoco inh -9%, GAA inhib 0%, GAA glycogen mod 3%, aGlu spleen mod 3%, aGal spleen mod 2%, ALDH1A1 block 4%, KDM4E inh 0% and SMN2 splice enh -9%.
Screening CCc1nnc(NC(=O)CSc2nnc(-c3ccccc3O)n2-c2ccc(C)cc2)s1 returned RGS12 GoLoco inh 9%, GAA inhib inconclusive, GAA glycogen mod 3%, aGlu spleen mod 5%, aGal spleen mod -3%, ALDH1A1 block -4%, KDM4E inh inconclusive and SMN2 splice enh 4%.
For c1ccc(N2CCN(c3c4c(nc5ncnn35)CCC4)CC2)cc1 the results were RGS12 GoLoco inh -8%, GAA inhib -1%, GAA glycogen mod -3%, aGlu spleen mod -13%, aGal spleen mod -16%, ALDH1A1 block -9%, KDM4E inh -6% and SMN2 splice enh -33%[inhibitor].
Screening Cc1ccc(N(C(C)C(=O)O)S(=O)(=O)c2c(C)n[nH]c2C)cc1 (stereo unspecified) returned RGS12 GoLoco inh 4%, GAA inhib 2%, GAA glycogen mod -10%, aGlu spleen mod 2%, aGal spleen mod 9%, ALDH1A1 block inconclusive, KDM4E inh -14% and SMN2 splice enh -23%.
For COc1ccc(NC(=O)CN2CCN(CC(=O)Nc3ccccc3Cl)CC2)c(OC)c1 the results were RGS12 GoLoco inh 10%, GAA inhib 9%, GAA glycogen mod 11%, aGlu spleen mod -2%, aGal spleen mod 3%, ALDH1A1 block inconclusive, KDM4E inh -3% and SMN2 splice enh -47%[inhibitor].

6 structures from above, sorted by length of the SMILES, descending:
Screening CCc1nnc(NC(=O)CSc2nnc(-c3ccccc3O)n2-c2ccc(C)cc2)s1 returned RGS12 GoLoco inh 9%, GAA inhib inconclusive, GAA glycogen mod 3%, aGlu spleen mod 5%, aGal spleen mod -3%, ALDH1A1 block -4%, KDM4E inh inconclusive and SMN2 splice enh 4%.
`CC(C)[C@H](NC(=O)OC(C)(C)C)c1nnc(SCc2cccc(F)c2)o1` gave RGS12 GoLoco inh -6%, GAA inhib -4%, GAA glycogen mod -13%, aGlu spleen mod -2%, aGal spleen mod 4%, ALDH1A1 block -1%, KDM4E inh 3% and SMN2 splice enh -21%.
Screening Cc1ccc(N(C(C)C(=O)O)S(=O)(=O)c2c(C)n[nH]c2C)cc1 (stereo unspecified) returned RGS12 GoLoco inh 4%, GAA inhib 2%, GAA glycogen mod -10%, aGlu spleen mod 2%, aGal spleen mod 9%, ALDH1A1 block inconclusive, KDM4E inh -14% and SMN2 splice enh -23%.
Screening c1ccc(Cn2c(SCCN3CCOCC3)nnc2-c2cccnc2)cc1 returned RGS12 GoLoco inh 0%, GAA inhib -5%[15.4 µM], GAA glycogen mod 5%, aGlu spleen mod -3%, aGal spleen mod -2%, ALDH1A1 block inconclusive, KDM4E inh inconclusive and SMN2 splice enh 19%.
Screening CCN(CC)CCCNC(=O)Cn1ncn2cccc2c1=O returned RGS12 GoLoco inh -9%, GAA inhib 0%, GAA glycogen mod 3%, aGlu spleen mod 3%, aGal spleen mod 2%, ALDH1A1 block 4%, KDM4E inh 0% and SMN2 splice enh -9%.
For O=C(O)c1cc(=O)[nH]c(=O)[nH]1 the results were RGS12 GoLoco inh 3%, aGlu spleen mod 12%, aGal spleen mod 3%, ALDH1A1 block inconclusive and SMN2 splice enh 8%.

Next part:
`Cc1ccc(CNC(=O)c2ccccc2SCC(=O)NCC2CCCCC2)cc1` gave GAA inhib -2%, GAA glycogen mod 6%, aGlu spleen mod 1%, aGal spleen mod 1%, ALDH1A1 block 5% and KDM4E inh 2%.
`COc1ccc(OC)c(NC(=O)CCC(=O)N(Cc2ccc(OC)c(OC)c2)c2nccs2)c1` gave RGS12 GoLoco inh 24%, GAA inhib 8%, GAA glycogen mod 12%, aGlu spleen mod -3%, aGal spleen mod -5%, ALDH1A1 block 4%, KDM4E inh -16% and SMN2 splice enh -4%.
Screening O=c1[nH]c(NC2CCCCC2)c([N+](=O)[O-])c(=O)[nH]1 returned RGS12 GoLoco inh 9%, GAA inhib 2%, GAA glycogen mod -1%, aGlu spleen mod 2%, aGal spleen mod 7%, ALDH1A1 block -3%, KDM4E inh -1% and SMN2 splice enh 3%.
Screening COC(=O)C/C=C/[C@@H](C)[C@@H](Cc1ccccc1Br)OC returned RGS12 GoLoco inh 3%, aGlu spleen mod 4%, aGal spleen mod 8%, ALDH1A1 block -6%, KDM4E inh 1% and SMN2 splice enh 5%.
Screening O=[n+]1cc(-c2ccccc2)n([O-])c2c1CCCCC2 returned RGS12 GoLoco inh 21%, GAA inhib 1%, GAA glycogen mod 6%, aGlu spleen mod -4%, aGal spleen mod 10%, ALDH1A1 block 3%, KDM4E inh -4% and SMN2 splice enh -17%.
O=C(CCn1cccc1)NCc1ccc2c(c1)OCO2 was read as RGS12 GoLoco inh 6%, GAA inhib 11%, GAA glycogen mod 7%, aGlu spleen mod -3%, aGal spleen mod 0%, ALDH1A1 block -2%, KDM4E inh 1% and SMN2 splice enh -13%.
Screening Cc1c(C(=O)N2CCN(c3ccccc3F)CC2)sc2ncn(CC(=O)N3CCOCC3)c(=O)c12 returned RGS12 GoLoco inh -8%, GAA inhib -5%, GAA glycogen mod -8%, aGlu spleen mod 2%, aGal spleen mod 0%, ALDH1A1 block 1%, KDM4E inh 2% and SMN2 splice enh -2%.
CN1CCN(C(=O)c2cc(-c3cccc(Cl)c3)on2)CC1 was read as GAA inhib -1%, GAA glycogen mod 2%, aGlu spleen mod -8%, aGal spleen mod -7%, ALDH1A1 block 4.5µM* and KDM4E inh -4%.
Screening COc1ccccc1NC1=C(C)C(=O)CC1 returned RGS12 GoLoco inh -2%, GAA inhib -4%, GAA glycogen mod 3%, aGlu spleen mod -5%, aGal spleen mod -1%, ALDH1A1 block 11%, KDM4E inh -7% and SMN2 splice enh 18µM*.
CCCCCCCCCCCCCCCC(=O)OCC(O)C1OC(=O)C(O)=C1O (stereo unspecified) was read as RGS12 GoLoco inh 5%, aGlu spleen mod -5%, aGal spleen mod -9% and ALDH1A1 block -9%.
